HTR5A ag ctr: HTR5A agonists in luminescence cell assay, primary screen, counter-screen for OPRM1-OPRD1 heterodimer agonist project, full-deck HTS | cell-based | activation, % at 9.3 µM | 0.61% of 340,000 active | 5-hydroxytryptamine receptor 5A (Homo sapiens), P47898; in the data active = activation mostly above about 9.5%, no sharp cut-off; inactive = mostly below about 7.6%;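 also: 0% = cells with vehicle only and 100% = reference agonist; strong numbers were not always called active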
HTR5A inv ag: HTR5A inverse agonists in luminescence cell assay, primary screen, counter-screen for OPRM1-OPRD1 heterodimer inverse agonist project, full-deck HTS | AID 504634, 2011 | inhibition, % at 9.3 µM | HTR5A cell line, inverse agonism | 0.083% of 340,000 active; in the data active = inhibition mostly above about 23%, no sharp cut-off; inactive = mostly below about 18%;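 also: 0% = cells with DMSO and 100% = no-cell wells with DMSO; some compounds called inactive have numbers as strong as hits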
NSD2 inh: NSD2 histone methyltransferase inhibitors, primary screen, biochemical, AlphaScreen, single concentration, set 2 | AID 743445, 2014 | 0.54% of 310,000 active | NSD2 peptide methylation, 120 min | inhibition, % at 12.5 µM | Histone-lysine N-methyltransferase NSD2 (Homo sapiens), O96028; in the data active = inhibition above about 50%
MITF TRPM1 HTS: activators of MITF-driven TRPM1 promoter reporter, primary screen, cell-based, SK-MEL-5, luciferase, single point; SK-MEL-5 TRPM1-promoter luciferase, 24 h; % of positive control, neutral wells = 0; activation, % at 12.5 µM; 0.75% of 300,000 active;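 active = mean activation of at least 80% with every replicate also reaching 80%; inconclusive = mean reaches 80% but some replicate falls short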;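 also: 0% = neutral control wells and 100% = parthenolide positive control wells; values of inactives mirror those of a sister screen read the other way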
PvdQ inh: P. aeruginosa PvdQ acylase inhibitors, primary screen, biochemical, fluorescence, plate reader and imaging, single point. inhibition, % at 10 µM. 0.063% of 340,000 active. PvdQ acylase [Pseudomonas aeruginosa LESB58]. purified PvdQ acylase; in the data active = inhibition above about 30%, passing the limit was not always enough; inconclusive = no clear call, values can overlap the other calls;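 also: 0% = vehicle neutral wells and 100% = reference inhibitor wells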
CDK5 inh: inhibitors of human CDK5/p35 kinase, primary screen, biochemical, single concentration; Cyclin-dependent kinase 5 (Homo sapiens) + Cyclin-dependent kinase 5 activator 1 (Homo …; Recombinant CDK5/p35, ADP-Glo luminescence, 60 min; 0.01% of 330,000 active; inhibition, % at 10 µM; AID 488839, 2010;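 active = highest replicate inhibition of at least 50% and at least 75% of replicates reaching 50%; inconclusive = only one of the two criteria met; inactive = both criteria failed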;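 also: plate controls were DMSO neutral control for no effect and GW8510 at 10 µM for full effect; many of its hits are not listed in these tables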
V-ATPase pHluor: regulators of yeast V-ATPase proton pumping, primary screen, pHLuorin cytosolic pH fluorescence | S. cerevisiae | 0.37% of 350,000 active | response, % at 10 µM | AID 504577, 2011; in the data active = response mostly above about 7.3%, no sharp cut-off; inactive = mostly below about 5.4%; also: actives read high; inactives centre near 0; some compounds called inactive have numbers as strong as hits; reference of the scale not given here
Wnt act: Wnt/beta-catenin pathway activators, primary screen, cell-based, plate reader, single point; Wnt/beta-catenin reporter cell assay, activator; activation, % at 9.35 µM; 1.2% of 300,000 active; AID 743398, 2014; in the data active = activation above about 30%, passing the limit was not always enough; inconclusive = no clear call, values can overlap the other calls;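 also: 0% = neutral control wells and 100% = positive control wells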
dFosB act: activators of delta FosB homodimer, primary screen, biochemical, fluorescence polarization, TAMRA-CDK5 oligo, single point. activation, % at 25 µM. purified delta FosB; percent of positive-control signal above neutral wells. 0.99% of 340,000 active;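 active = mean activation above about 17%, with every replicate also reaching it, limit read from the data, passing the limit was not always enough; inconclusive = only one of the two conditions met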;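 also: fluorescence polarization rise as delta FosB binds a TAMRA Cdk5 AP-1 oligo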
Target sequence (P13346 whole entry, looked up): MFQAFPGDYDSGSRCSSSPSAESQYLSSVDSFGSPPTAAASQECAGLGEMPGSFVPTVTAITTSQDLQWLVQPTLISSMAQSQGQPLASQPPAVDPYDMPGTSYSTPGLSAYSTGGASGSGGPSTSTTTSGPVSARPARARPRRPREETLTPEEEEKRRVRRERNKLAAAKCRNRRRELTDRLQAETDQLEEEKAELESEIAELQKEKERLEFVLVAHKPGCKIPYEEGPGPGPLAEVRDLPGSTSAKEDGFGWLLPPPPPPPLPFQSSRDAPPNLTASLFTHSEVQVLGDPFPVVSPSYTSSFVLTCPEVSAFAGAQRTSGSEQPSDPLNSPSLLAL
SR-BI HDL uptake: inhibitors of SR-BI mediated HDL lipid uptake, primary screen, ldlA[mSR-BI] cells, fluorescence, single point. Scavenger receptor class B member 1 (Mus musculus), Q61009. 0.96% of 320,000 active. inhibition, % at 12.5 µM. ldlA[mSR-BI] CHO cells, DiI-HDL uptake fluorescence, 3 h;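 active = mean replicate inhibition of at least 70% and a set share of replicates each scoring 70 or more; inconclusive = meets just one of the two criteria; inactive = fails both criteria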;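 also: 0% = median of neutral control wells and 100% = median of positive control wells; values of inactives mirror those of a sister screen read the other way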
Target sequence (Q61009 whole entry, looked up): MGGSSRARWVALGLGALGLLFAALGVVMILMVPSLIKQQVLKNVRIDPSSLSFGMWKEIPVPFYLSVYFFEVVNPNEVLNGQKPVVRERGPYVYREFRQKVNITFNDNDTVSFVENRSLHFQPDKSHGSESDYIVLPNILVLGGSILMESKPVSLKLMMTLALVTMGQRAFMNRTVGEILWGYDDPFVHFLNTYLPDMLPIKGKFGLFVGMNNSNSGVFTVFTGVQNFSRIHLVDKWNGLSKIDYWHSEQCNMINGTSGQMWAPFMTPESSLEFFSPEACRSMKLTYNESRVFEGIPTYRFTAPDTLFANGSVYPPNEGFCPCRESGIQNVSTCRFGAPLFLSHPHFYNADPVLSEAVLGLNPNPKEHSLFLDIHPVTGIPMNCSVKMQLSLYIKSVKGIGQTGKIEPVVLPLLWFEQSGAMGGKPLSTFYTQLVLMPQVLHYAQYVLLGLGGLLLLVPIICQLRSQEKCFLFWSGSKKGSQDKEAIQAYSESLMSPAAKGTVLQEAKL
Numbers without * were called inactive; ? = inconclusive; · = no result given.

SMILES	HTR5A ag ctr	HTR5A inv ag	NSD2 inh	MITF TRPM1 HTS	PvdQ inh	CDK5 inh	V-ATPase pHluor	Wnt act	dFosB act	SR-BI HDL uptake
COc1cc(/C(C)=N/NC(=O)c2nnn(-c3nonc3N)c2-c2cccs2)ccc1O	-3	12	0	13	4	·	2	1	-2	22
O=C(CCCN1C(=O)/C(=C/c2ccco2)SC1=S)Nc1cccc(C(=O)O)c1	-2	-13	125*	3	0	-1.6	3	-1	-17	·
Cc1c(OCc2nn[nH]n2)ccc2c(-c3ccccc3)cc(=O)oc12	0	-9	-2	·	-12	0.0	3	-2	-19	-45
COc1cc(/C=N/n2c(C)nnc2C)cc(OC)c1OC	-2	7	83*	1	-18	0.0	-3	·	-4	-25
O=C(Nc1ccc(Br)cc1)c1cnc[nH]1	5	-20	-5	47	-15	0.4	-1	21	2	-8
Cc1nc(CC(=O)N2CCN(S(=O)(=O)c3ccccc3C#N)CC2)cs1	-1	11	0	-4	6	0.6	-2	·	0	-9
COCCNC(=O)CN(C(=O)CCC(=O)Nc1ccccn1)c1ccccc1F	4	-2	0	8	15	2.8	1	-2	0	-22
COc1ccc2cc(C(=O)C3CCCN(C(=O)c4csnn4)C3)ccc2c1 (centres undefined)	0	-1	-1	-7	1	0.1	-1	2	-3	5
O=C(Nc1cccc(S(=O)(=O)N2CCCCC2)c1)C1=NN(c2ccccc2)C(=O)CC1	9	-26	·	-37	-4	1.2	-1	-1	-3	55
CC(=O)Nc1ccc(C(=O)CN2CCN(c3ccccc3)CC2)cc1	2	-7	0	3	-2	0.8	3	3	0	65
CCC1C(O)=C(c2ccccn2)C(=N)N1c1ccccc1 (centres undefined)	-2	-2	0	-15	1	-1.2	7	-2	-4	2
O=C(NCc1ccc(F)cc1)c1cc2c(s1)CS(=O)(=O)C2	4	-1	-3	8	-18	-0.2	2	-3	2	10
COc1cc(C(=S)N2CCC(Cc3ccccc3)CC2)ccc1OCC(N)=O	-2	8	3	-8	-15	0.2	4	-1	-11	5
O=[N+]([O-])c1cccc(NC(=S)NCCc2ccccc2)c1	1	22	·	11	-4	1.2	-1	1	0	9
Cn1c(CNc2ccc(O)cc2)nc2ccccc21	2	-8	3	10	-7	0.6	2	21	5	-20
Cc1ccc(C)c(N(CC(=O)N/N=C/c2ccc(-c3ccc([N+](=O)[O-])cc3)o2)S(=O)(=O)c2ccccc2)c1	-4	11	1	-2	3	7.5	6	0	-10	37
Cc1ccc(-c2csc(N3CCC(C(N)=O)(N4CCCCC4)CC3)n2)cc1	8	-26	·	·	-14	0.1	-2	-1	-1	18
CC1CCCCC1NC(=O)c1cc2c(s1)CS(=O)(=O)C2 (centres undefined)	-2	7	-1	5	-6	0.2	-1	·	-4	4
COc1cc(C(=O)NCc2nnc(SCC(=O)Nc3nccs3)o2)cc(OC)c1OC	6	-51	-6	3	2	0.5	1	-2	-2	11
O=C(c1ccc([N+](=O)[O-])cc1)N(c1ccccn1)c1ccccn1	-1	0	1	-15	-12	2.4	1	0	3	-13
O=C(NCc1ccco1)c1ccc2c(=O)n(-c3ccccc3)c(=O)n(Cc3cccc(F)c3)c2c1	-2	6	·	-3	5	-0.3	4	-2	47*	-6
CCCC(=O)Nc1cc(-c2nn(C)c(=O)c3ccccc23)ccc1N1CCCCC1	6	-17	6	-2	0	-2.9	8	·	-8	2
C#CCCOC(=O)N1C2=NC(C(=O)OC)=C(C(=O)OC)[C@@H]3N(Cc4ccccc4)c4ccccc4[C@]23C[C@H]1C(=O)OC	8	-1	·	1	5	1.2	-2	·	1	-6
Cc1n[nH]c(C)c1CCCCOc1ccccc1[N+](=O)[O-]	5	-19	-3	8	-9	0.2	7	-2	-6	27
OCC[C@@H]1C[C@H](O)[C@@H](O)[C@]2(OCc3ccccc32)O1	7	-17	·	0	3	-0.9	2	-2	3	-16
Cc1ccc(NC(=O)Cn2nc(C(=O)O)c3ccccc3c2=O)cc1S(=O)(=O)N1CCCCCC1	0	7	-2	4	-19	2.1	-2	-4	-7	-30
Cn1c(CN2CCCC2)nc2cc(NC(=O)c3cccs3)ccc21	5	-39	-2	10	1	-1.7	-1	8	-3	-1
CC(CCc1ccccc1)OS(N)(=O)=O (centres undefined)	-4	9	·	10	-16	-0.2	1	-1	-8	-24
COc1ccc(-c2cc(C(=O)NCc3ccco3)c3ccccc3n2)cc1OC	-1	3	-1	6	-14	0.7	1	0	8	29
Cc1ccc(Cl)c2c1NC(=O)C2(O)CC(=O)c1ccc(F)cc1 (centres undefined)	-2	-9	0	-12	-1	-0.7	0	·	-3	-27
O=C(Cc1ccc(Br)cc1)Nc1cccc(Cl)c1	·	·	-3	13	-15	0.6	-2	1	-3	-8
O=C(NCc1ccco1)c1ccc(Cn2c(=O)c3ccccc3n(Cc3cccc(Cl)c3)c2=O)cc1	2	-23	11	-7	-6	-0.5	-4	·	1	65
Cc1ccc(C)c(NC(=O)CCC(=O)N/N=C/c2ccc[nH]2)c1	-1	11	4	-13	-11	-1.1	0	·	-8	-7
COc1cc(C(=O)NCCSc2ccc(Cl)cc2)cc(OC)c1OC	1	-3	-7	-4	-11	0.9	-3	-1	-11	11
O=CNc1ccc(S(=O)(=O)NCc2ccccc2)cc1	1	3	-1	-2	-2	1.9	3	·	-2	-11
CCc1ccccc1OCC(=O)Nc1nc(-c2cccnc2)cs1	-4	11	4	-8	-4	1.2	1	-6	-14	-2
O=C(Cc1ccccc1)c1ccc(N2CCOCC2)cc1	0	1	-1	48	-6	-1.9	1	16	3	8
CC(C)CCNC(=O)CN(C)S(=O)(=O)c1cccc2nsnc12	-3	7	9	·	-5	-0.8	6	0	4	13
COc1ccc(C2c3ccc(O)cc3Oc3ncn(CCN4CCOCC4)c(=N)c32)cc1 (centres undefined)	3	-10	5	-2	-2	-1.7	-2	15	-12	-6
CCC(=O)NCCc1nc2cc(NC(=O)c3ccco3)ccc2n1C	-10	-13	3	46	-4	0.2	-5	14	-6	-4
O=c1c2cc(NC(=S)NC3CCCC3)ccc2nc2n1CCCCC2	3	-8	4	24	4	1.7	-1	7	-3	15
Cc1ccc2c(COC(=O)C3CSC4(C)CCC(=O)N34)cc(=O)oc2c1C (centres undefined)	13	-32	1	12	-16	-0.4	2	-1	-8	6
O=C(NCCCN1CCOCC1)c1ccc2nc(Cc3ccccc3F)oc2c1	2	-12	22	3	-14	-0.9	-1	3	-9	-1
Cc1ccc(S(=O)(=O)/N=C(\N)Nc2nc(C)c3cc(C)ccc3n2)cc1	6	1	-1	17	-13	-0.3	2	7	5	-14
CC1CN(C(=O)COC(=O)CSc2ccc(C(N)=O)cc2[N+](=O)[O-])CC(C)O1 (centres undefined)	-6	15	-9	-2	-3	-0.7	5	-4	-1	-26
Cc1nn(C)cc1/C=N/NC(=O)Cn1nnc(N)n1	-4	-8	-3	·	12	5.6	-6	-3	-2	-5
O=C(Nc1ccc(Oc2ccccc2)cc1)N[C@@H](Cc1ccccc1)C(=O)O	-1	2	-1	-7	3	-1.0	-3	-2	1	10
CCc1ccc(S(=O)(=O)Nc2cc(SCC(=O)O)c(O)c3ccccc23)cc1	0	-1	113*	-45	13	16	1	4	-14	6
CCOC(=O)CNC(=O)Cn1cnc2sc(C)c(S(=O)(=O)N3CCOCC3)c2c1=O	3	-10	-2	-1	-10	-2.3	-7	-4	-6	-18
CC(Nc1ccccc1)C(=O)Nc1ccc(F)cc1 (centres undefined)	-4	11	1	·	-10	0.4	1	·	-4	·
Cc1nc(-c2ccccc2)ccc1C(=O)O	2	16	-4	-12	-9	1.4	0	1	1	3
COc1cc(C)ccc1OCc1cc(C(=O)NCc2ccncc2)no1	-2	13	-1	75	-4	-3.1	3	?	-9	45
COCCN(CCOC)c1ncnc2c1cnn2-c1ccccc1	1	-4	·	25	-5	-0.2	0	7	-3	8
Cc1cccc(N2CC(C)Cn3c2nc2c3c(=O)n(CC(=O)OCc3ccccc3)c(=O)n2C)c1 (centres undefined)	0	-8	-2	-2	-6	-0.1	-1	·	-6	17
Cc1cccc(N=c2oc3cc(O)ccc3cc2C(N)=O)c1	0	1	9	41	-17	0.7	7	40*	-6	23
COc1ccc(Cl)cc1NS(=O)(=O)c1cccc(C(=O)NCC2CCCO2)c1 (centres undefined)	2	11	-2	-5	-19	-1.6	3	2	-4	-2
Cc1ccccc1-c1nc(S(=O)(=O)c2ccc(Cl)cc2)c(NCCN2CCOCC2)o1	0	-45	0	10	-9	1.6	1	·	-5	6

Another view of part of the listing above.
Molecule: Cc1cccc(N2CC(C)Cn3c2nc2c3c(=O)n(CC(=O)OCc3ccccc3)c(=O)n2C)c1 (centres undefined)
  HTR5A ag ctr: 0	HTR5A inv ag: -8	NSD2 inh: -2	MITF TRPM1 HTS: -2	PvdQ inh: -6	CDK5 inh: -0.1	V-ATPase pHluor: -1	Wnt act: ·	dFosB act: -6	SR-BI HDL uptake: 17

Molecule: Cc1cccc(N=c2oc3cc(O)ccc3cc2C(N)=O)c1
  HTR5A ag ctr: 0	HTR5A inv ag: 1	NSD2 inh: 9	MITF TRPM1 HTS: 41	PvdQ inh: -17	CDK5 inh: 0.7	V-ATPase pHluor: 7	Wnt act: 40*	dFosB act: -6	SR-BI HDL uptake: 23

Molecule: COc1ccc(Cl)cc1NS(=O)(=O)c1cccc(C(=O)NCC2CCCO2)c1 (centres undefined)
  HTR5A ag ctr: 2	HTR5A inv ag: 11	NSD2 inh: -2	MITF TRPM1 HTS: -5	PvdQ inh: -19	CDK5 inh: -1.6	V-ATPase pHluor: 3	Wnt act: 2	dFosB act: -4	SR-BI HDL uptake: -2

Grouped by structure: those above with a Cl atom.
SMILES	HTR5A ag ctr	HTR5A inv ag	NSD2 inh	MITF TRPM1 HTS	PvdQ inh	CDK5 inh	V-ATPase pHluor	Wnt act	dFosB act	SR-BI HDL uptake
Cc1ccc(Cl)c2c1NC(=O)C2(O)CC(=O)c1ccc(F)cc1 (centres undefined)	-2	-9	0	-12	-1	-0.7	0	·	-3	-27
O=C(Cc1ccc(Br)cc1)Nc1cccc(Cl)c1	·	·	-3	13	-15	0.6	-2	1	-3	-8
O=C(NCc1ccco1)c1ccc(Cn2c(=O)c3ccccc3n(Cc3cccc(Cl)c3)c2=O)cc1	2	-23	11	-7	-6	-0.5	-4	·	1	65
COc1cc(C(=O)NCCSc2ccc(Cl)cc2)cc(OC)c1OC	1	-3	-7	-4	-11	0.9	-3	-1	-11	11
COc1ccc(Cl)cc1NS(=O)(=O)c1cccc(C(=O)NCC2CCCO2)c1 (centres undefined)	2	11	-2	-5	-19	-1.6	3	2	-4	-2
Cc1ccccc1-c1nc(S(=O)(=O)c2ccc(Cl)cc2)c(NCCN2CCOCC2)o1	0	-45	0	10	-9	1.6	1	·	-5	6
